High-throughput results: PubChem BioAssay, several laboratories
MrgX1 antagonist: antagonists of human MrgX1 receptor, primary screen, HEK293 cells, Fluo-4 calcium flux; Mas-related G-protein coupled receptor member X1 (Homo sapiens), Q96LB2; BAM8-22 antagonism; active compounds read low; B-score at 10 µM; hit rate 1.3% among 310,000;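 active means calcium-response B-score plate-corrected more than 3 library SD below zero, starting fluorescence within 5 deviations, no agonist response on first addition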;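 further: peak minus trough fluorescence over baseline after final BAM8-22 challenge near maximal dose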
SKKanGAS inh: S. pyogenes SKKanGAS growth inhibitors in kanamycin, primary screen, streptokinase expression inhibitor project, SKKanGAS strain, BacTiter-Glo luminescence; 6 h; inhibition, % at 7.5 µM; hit rate 1.3% among 300,000; AID 1662, 2009;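 active means mean replicate score, as percent of positive control median, at least 50; inconclusive means mean below 50 but one replicate at or above 50; inactive means mean and every replicate below 50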;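 further: strain carries kanamycin resistance gene driven by streptokinase promoter and grows in 40 µg/ml kanamycin; loss of luminescence reflects streptokinase promoter inhibition or plain growth inhibition; 0% = median of DMSO wells and 100% = positive control at its reference dose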
RGS4 pot: RGS4 potentiators or activators, primary screen, cell-based, HEK293 M3R inducible RGS4, calcium flux | carbachol calcium flux Fluo4; active compounds read low | B-score at 10 µM | hit rate 0.92% among 310,000;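 active means B-score of the integrated calcium signal more than 4 SD below the library mean, with starting fluorescence not abnormally high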;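 further: negative B-score means reduced calcium response which marks RGS4 activation or potentiation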
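test system = HEK293 cells with stable M3R and inducible RGS4 | schedule = recording 10 s baseline at 1 Hz, 100 s post-agonist | technique = Fluo4-AM (2 µM) calcium-flux fluorescence, kinetic read | measure = Agonist-evoked peak-minus-minimum fluorescence over baseline, integrated ratio, B score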
TRPC6 inh: mouse TRPC6 channel inhibitors, primary screen, cell-based, HEK293, membrane potential dye; Short transient receptor potential channel 6 (Mus musculus), Q61143; ACh-evoked depolarization; active compounds read low; B-score at 10 µM; hit rate 1.1% among 310,000;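 active means B-score under library mean minus 3 SD, initial fluorescence not abnormally high, positive integrated signal ratio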;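 further: B-score derived from integrated fluorescence ratio over the kinetic read; more negative B-score means stronger inhibition of depolarization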
Platelet DG rel: inhibitors of platelet dense granule secretion, primary screen, cell-based, MLPCN, human platelets. human platelet-rich plasma, SFLLRN dense granule ATP release, luminescence. inhibition, %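 (compounds screened at 7.5 µM in platelet-rich plasma)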. hit rate 0.22% among 300,000;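 active means mean replicate score, as percent of positive control, at or above 50; inconclusive means mean below 50 but at least one replicate at or above 50; inactive means mean and every replicate below 50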
HIF act: HIF pathway transcriptional activators, primary screen, cell-based, U2OS HRE-luciferase, luminescence; U2OS HRE-luciferase reporter; normalized: DMSO 0%, desferrioxamine 100%; activation, % at 7.5 µM (by protocol); AID 1910, 2009; hit rate 0.32% among 300,000;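 active means mean activation of at least 10% of the iron chelator positive control signal, with at least half of replicates also reaching 10%; inconclusive means mean and replicate majority disagree about reaching 10%; inactive means mean and most replicates under 10%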
TRPC6 activator: mouse TRPC6 channel activators, primary screen, cell-based, HEK293, membrane potential dye | Short transient receptor potential channel 6 (Mus musculus), Q61143 | HEK293-TRPC6 membrane potential dye fluorescence; active compounds read high | B-score at 10 µM | hit rate 0.13% among 310,000;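 active means B-score of the integrated fluorescence ratio above library mean plus 3 SD, and starting fluorescence ratio within library mean plus 5 SD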;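 further: higher score means more depolarization so channel activation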
MrgX1 allo act: positive allosteric modulators of MrgX1, primary screen, HEK293 cells, Fluo-4 calcium flux; Mas-related G-protein coupled receptor member X1 (Homo sapiens), Q96LB2; FDSS; active compounds read high; B-score at 10 µM; hit rate 0.63% among 310,000; AID 588675, 2011;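 active means plate-corrected calcium response at least 3 library SD above typical, normal starting fluorescence, not activating the receptor alone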;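 further: compound read alongside a low EC10 to EC30 dose of BAM8-22 agonist; peak minus trough fluorescence over baseline measured at the second addition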
RGS4 block: RGS4 inhibitors, primary screen, cell-based, HEK293 M3R inducible RGS4, calcium flux; Regulator of G-protein signaling 4 (Homo sapiens), P49798; Fluo-4 calcium flux; active compounds read high; triggered by carbachol at its EC20; B-score at 10 µM; hit rate 0.45% among 310,000;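 active means B-score, a plate-corrected calcium signal, over three deviations above library mean, with baseline fluorescence within five deviations of library mean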;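 further: RGS4 expression induced by doxycycline in cells with stable M3 receptor; B-score is computed from the integrated fluorescence ratio over baseline after carbachol; higher B-score means a larger calcium signal and so more RGS4 inhibition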
TRPC4 inh: inhibitors of mouse TRPC4 channel, primary screen, Fluo4 calcium, HEK293 TRPC4beta/mu-opioid cells; DAMGO-evoked Fluo4 calcium flux; active compounds read low; B-score at 10 µM; hit rate 0.39% among 300,000;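 active means B-score over 3 SD under the library average, no early fluorescence shift, positive overall ratio signal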
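Assay system – HEK293 line stably carrying TRPC4beta and mu-opioid receptor · Doses – single dose · Detection – Fluo4 calcium-dye fluorescence, kinetic read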
MrgX1 agonist: agonists of human MrgX1 receptor, primary screen, HEK293 cells, Fluo-4 calcium flux. Fluo-4 calcium fluorescence, agonist mode; active compounds read high. B-score at 10 µM. hit rate 0.44% among 310,000. AID 588627, 2011;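 active means calcium response B-score plate-corrected fluorescence ratio at least 3 library SD, with starting fluorescence B-score inside 5 SD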
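Material: MrgX1-expressing HEK293 cells / Dosing: compound as first of three additions / Incubation: overnight seeding, then 1 h dark dye loading / Signal: Fluo-4 NW calcium fluorescence / Evaluation: B-scored fluorescence response ratio / Benchmarks: positive and negative control wells on each plate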
Starred values were filed as active, the others as inactive; i = inactive; ? = inconclusive.

Molecule,TRPC6 activator,RGS4 pot,MrgX1 antagonist,SKKanGAS inh,MrgX1 allo act,MrgX1 agonist,TRPC6 inh,Platelet DG rel,HIF act,RGS4 block,TRPC4 inh
CCOc1cc(/C=C(\C#N)C(=O)NCC2CCCO2)ccc1OCC(N)=O (centres undefined),i,i,i,-18,i,i,i,7,-0.4,i,i
CC1CCN(C(=O)CSc2nc3cccnc3n2C)CC1,i,i,i,2,i,i,i,-2,-36,i,i
CCn1c2ccccc2c2nnc(SCC(=O)OCN3C(=O)c4ccccc4C3=O)nc21,i,i,i,5,i,i,i,1,0.3,i,i
O=C(COC(=O)c1ccc[nH]c1=O)Nc1ccc2c(c1)OC(F)(F)O2,i,i,i,7,i,i,i,6,-0.4,i,i
O=C(OCc1nc2ccsc2c(=O)[nH]1)c1ccccc1,i,i,i,-2,i,i,i,19,-0.2,i,i
COc1ccc(OC)c(-c2cc(C(=O)NCc3cccs3)no2)c1,i,i,i,1,i,i,i,5,-0.2,i,i
CCOc1ccc(NC(=O)COC(=O)c2cc([N+](=O)[O-])ccc2N2CCOCC2)cc1,i,i,i,-11,i,i,i,-12,1.3,i,i
O=C(Nc1ccccc1)c1ccc(N2CCN(c3ccccn3)CC2)c(S(=O)(=O)N2CCOCC2)c1,i,i,i,20,i,i,i,-2,0.5,i,i
COc1cc2c(cc1OC)C(C(=O)N1CCOCC1)C(c1cccs1)N(C)C2=O (centres undefined),i,i,i,-5,i,i,i,-2,0.2,i,i
Cc1noc(C)c1S(=O)(=O)Nc1ccc(C(=O)N2CCN(c3ccc(F)cc3)CC2)cc1,i,i,i,-8,i,i,i,17,0.3,i,i

The closing 2 records of the part before are carried over, then new ones follow.
Molecule,TRPC6 activator,RGS4 pot,MrgX1 antagonist,SKKanGAS inh,MrgX1 allo act,MrgX1 agonist,TRPC6 inh,Platelet DG rel,HIF act,RGS4 block,TRPC4 inh
COc1cc2c(cc1OC)C(C(=O)N1CCOCC1)C(c1cccs1)N(C)C2=O (centres undefined),i,i,i,-5,i,i,i,-2,0.2,i,i
Cc1noc(C)c1S(=O)(=O)Nc1ccc(C(=O)N2CCN(c3ccc(F)cc3)CC2)cc1,i,i,i,-8,i,i,i,17,0.3,i,i
Cc1ccc(S(=O)(=O)N2CCN(C(=O)c3cccs3)CC2)cc1,i,i,i,-3,i,i,i,1,0.3,i,i
CCN(CC)C(=O)NC1CC(=O)N(c2ccc(OC)cc2)C1 (centres undefined),i,i,i,-1,i,i,i,12,-0.3,i,i
Cc1c(C)c2ccc(OC(C)C(=O)NC3CCN(Cc4ccccc4)CC3)cc2oc1=O (centres undefined),i,i,i,2,i,i,i,1,-0.6,i,i
O=C(CSc1nc(-c2ccco2)cc(C(F)(F)F)n1)Nc1cccnc1,i,i,i,1,i,i,i,1,2.7,i,i
COc1ccc(/C=N/n2c(SC)nnc(C(C)(C)C)c2=O)cc1,i,i,i,4,i,i,i,3,-0.2,i,i
COc1cc(C(=O)OCC(=O)Nc2ccc(C(C)=O)cc2)ccc1OCC(=O)N1CCOCC1,i,i,i,-2,i,i,i,13,0.3,i,i
O=C(/C=C\c1cccs1)c1c(O)ccc2ccc(=O)oc12,i,i,i,13,i,i,i,3,0.1,i,i
CNS(=O)(=O)c1cc(S(=O)(=O)NC)c2cccc3c2c1NC3=O,i,i,i,-4,i,i,i,1,2.5,i,i
Cc1ccc(C)c(C(=O)CCC(=O)NNC(=O)Cn2nc(C)cc2C)c1,i,i,i,-5,i,i,i,-12,-0.6,i,i
Cc1ccc(COc2cccc3c2CCN(Cc2ccc(F)cc2)C3=O)cc1,i,i,i,17,i,i,i,8,1.1,i,i
COc1ccc(NC(=O)C2CCCN(S(=O)(=O)c3ccc4c(c3)oc(=O)n4C)C2)cc1OC (centres undefined),i,i,i,-4,i,i,i,3,0.3,i,i
COc1ccc(OC)c(S(=O)(=O)NC2CCSc3ccccc32)c1 (centres undefined),i,i,i,2,i,i,i,0,0.2,i,i
O=C(Nc1ccc(NC(=O)C2CC2)cn1)c1ccccc1,i,i,i,4,i,i,i,22,-2.5,i,i
Cc1ccc(C(=O)O)cc1S(=O)(=O)N1CCSCC1,i,i,i,3,i,i,i,1,-0.2,i,i
Cc1ccc(N(CC(=O)N2CCCC2)S(C)(=O)=O)cc1C,i,i,i,4,i,i,i,9,-2.0,i,i
Cc1cccc(N2C(=O)CC(NNc3nc4ccccc4s3)C2=O)c1 (centres undefined),i,i,i,0,i,i,i,2,-0.2,i,i
Cc1cc(C(=O)OCC(=O)N2CCN(c3ccccc3)CC2)c2ccccc2n1,i,i,-5.5*,-2,i,i,i,-2,-2.4,i,i
NS(=O)(=O)c1ccc(NC(=O)Nc2ccccc2)cc1,i,i,i,-3,i,i,i,-7,0.5,i,i
Cc1cccc(NC(=O)c2ccccc2OCC(=O)c2ccccc2)c1,i,i,i,24,i,i,i,8,0.0,i,i
CC(C)CCNC(=O)NC(=O)CSc1nnc(COc2ccccc2Cl)o1,i,i,i,5,i,i,i,0,-0.4,i,i
O=c1cc(N2CCN(Cc3ccccc3)CC2)[nH]c(=O)n1-c1ccc(Br)cc1,i,i,i,-3,i,i,i,15,0.1,i,i
CCN(CC)CCN(C(=O)CCS(=O)(=O)c1ccccc1)c1nc2cc3c(cc2s1)OCO3,i,i,i,?,i,i,i,11,0.4,i,i
CCCCNc1nc2c(-c3ccccc3)nnn2c2ccccc12,i,i,i,-14,i,i,i,-18,0.3,i,i
Cc1ccc(S(=O)(=O)NCCC(=O)NCc2ccco2)cc1,i,i,-4.6*,0,i,i,i,5,-0.1,i,i
COc1ccc(C2(CNC(=O)c3ccc(Br)o3)CCOCC2)cc1,i,i,i,-11,i,i,i,-6,-0.2,i,i
Cc1ccc(NC(=O)C(C)c2cccc(C(=O)c3ccccc3)c2)cc1O (centres undefined),i,i,i,-4,i,i,i,9,-0.1,i,i
COc1ccc(F)cc1S(=O)(=O)NCCN1CCOCC1,i,i,i,-2,i,i,i,11,0.1,i,i
C=C1C(C(=O)Nc2cccc(OC)c2)C1C(=O)Nc1cccc(OC)c1 (centres undefined),i,i,i,-4,i,i,i,4,-0.4,i,i
Cc1ccccc1NS(=O)(=O)c1ccc2c(c1)NC(=O)CCS2,i,i,i,0,i,i,i,13,0.6,i,i
Cc1ccccc1Cn1cc(NC(=O)c2noc(C(C)C)c2[N+](=O)[O-])cn1,i,i,i,21,i,i,i,13,-5.7,i,i
Cc1ccsc1/C=C/c1n[nH]c(=O)c(C#N)c1C,i,i,i,3,i,i,i,0,-2.5,i,i
COc1ccc(NC(=S)NCc2cccnc2)cc1OC,i,i,i,0,i,i,i,18,-0.8,i,i
O=C(NCC(=O)N(c1ccccc1)C(C(=O)NCC1CCCO1)c1ccccc1)c1ccco1 (centres undefined),i,i,i,4,i,i,i,2,-0.1,i,i
O=C(CSc1nc(-c2ccco2)cc(C(F)(F)F)n1)NN1CCOCC1,i,i,i,7,i,i,i,-5,-0.3,i,i
N=c1c(C(=O)NCC2CCCO2)cc2c(=O)n3ccccc3nc2n1Cc1ccccc1 (centres undefined),i,i,i,5,i,i,-7.4*,20,-0.1,i,i
Cc1ccccc1OCC(=O)N/N=C/c1ccc2c(c1)OCCO2,i,i,i,-6,6.5*,i,i,3,0.0,i,i
Cc1ccc(-c2nc(CN(C)C(C3CC3)C3CC3)c(C)o2)cc1,i,i,i,6,i,i,i,-3,0.1,i,i
COc1ccc(OCC(=O)NCC(c2ccc(OC)cc2)N2CCCCC2)cc1 (centres undefined),i,i,i,-2,i,i,i,-2,0.5,i,i
COc1ccc(NC(=O)C2CCN(c3ncnc4c3nc3n4CCCCC3)CC2)cc1Cl,i,i,i,1,i,i,i,-6,-0.8,i,i
Cc1cccc(NC(=O)Cn2c(=O)n(CCC(=O)NC3CCCC3)c(=O)c3ccccc32)c1,i,i,i,8,i,i,i,-3,0.0,i,i
CCn1c(-c2ccco2)nc2ccccc21,i,i,i,-1,i,i,i,1,1.7,i,i
c1ccc(-c2cc3c(-n4cccc4)ncnc3o2)cc1,i,i,i,-1,i,i,i,6,0.5,i,i
COc1ccccc1-c1nc(-c2ccncc2)no1,i,i,i,3,i,i,i,9,1.1,i,i
CS(=O)(=O)N1CCC(C(=O)Nc2ccc(OCc3ccccc3)cc2)CC1,i,i,i,7,i,i,i,5,0.0,i,i
CCC(=O)Nc1ccc(S(=O)(=O)N2CCCCC2)cc1OC,i,i,i,-1,i,i,i,1,0.0,i,i
O=C(N/N=C/c1ccncc1)C1CC1C(=O)N/N=C/c1ccncc1 (centres undefined),i,i,i,-1,i,i,i,0,-1.6,i,i
Clc1ccc(SCc2cc(-c3ccccc3)on2)cc1,i,i,i,4,i,i,i,1,1.6,i,i
